Screening data (PubChem BioAssay)
DDE Tn6 FP inh – inhibitors of Tn6 peptide binding to human fibrin DD(E); P02675; Fibrin DD(E) TRITC-Tn6 fluorescence polarization displacement; inhibition, % at 8.3 µM; 370,000 compounds, 0.21% hits; AID 720509;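 active means inhibition above a per-campaign cutoff: mean of compounds within control limits plus 3 SD, cut at about 15% in these data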;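 further: 0% = median of all compound wells on the plate and 100% = blocking peptide control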
LEDGF integ inh – blocks HIV-1 LEDGF/p75-dependent DNA integration. inhibition, % at 3.7 µM. 370,000 compounds, 0.64% hits. TR-FRET IN-LEDGF/p75 DNA integration, Eu/Cy5;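 active means inhibition above the screen-wide mean plus 3 SD, cut at about 13% in these data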;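 further: signal is the Cy5 over europium emission ratio at 671 and 618 nm; 0% = plate median of compound wells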
TCR-CD3 inh – human TCR-CD3 binding inhibition; TAMRA-labeled TCR probe fluorescence, biochemical; inhibition, % at 9.4 µM; 360,000 compounds, 0.37% hits; AID 651800; in the data active means inhibition above about 19%;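 further: recombinant mutant TCR 2C K166C tagged with TAMRA read by polarization; 0% = receptor in buffer alone and 100% = receptor with positive control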
MBD2 inh – blocks human MBD2 binding to methylated DNA | TR-FRET, MBD2 binding to methylated oligonucleotide | inhibition, % at 4.4 µM | 370,000 compounds, 0.31% hits; in the data active means inhibition above about 13%
TDP2 absorb – blocks human TDP2 phosphodiesterase activity; AID 720702; O95551; 370,000 compounds, 0.34% hits; recombinant TDP2, T5PNP hydrolysis, p-nitrophenol absorbance 415 nm; inhibition, % at 12.8 µM;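 active means inhibition above the mean of all tested compounds plus 3 SD, set per campaign, cut at about 25% in these data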;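 further: 0% = DMSO with enzyme and 100% = buffer with substrate but no TDP2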
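Evaluation: % inhibition relative to enzyme-containing and enzyme-free wells. Material: recombinant human TDP2. Benchmarks: enzyme-free and DMSO wells. Timing: enzyme reaction with compound for 2 h at 37 °C. Compound dosing: 12.8 µM only. Measured by: p-Nitrophenol epi absorbance. Reagent: T5PNP substrate at 5 mM, a TopII-DNA adduct mimic. Replication: single well per compound.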
UHRF1 MBD2 ctr – blocks human UHRF1 binding to methylated DNA; Q96T88; UHRF1 binding to methylated oligo, TR-FRET; inhibition, % at 4.4 µM; 370,000 compounds, 0.75% hits; in the data active means inhibition above about 21%;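 further: UHRF1 SRA domain binding a hemimethylated CpG hairpin DNA probe; 0% = median of test compound wells and 100% = reference inhibitor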
PRMT1 inh – blocks human protein arginine methyltransferase 1. recombinant PRMT1, activity-based probe fluorescence polarization. inhibition, % at 2.79 µM. 370,000 compounds, 1.3% hits. AID 652257;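 active means inhibition above about 21% made by adding two undisclosed values, limit read from the data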
SIAE primary – blocks human sialic acid acetylesterase; inhibition, % at 9.66 µM; 370,000 compounds, 0.69% hits; SIAE FP-Rh probe binding, fluorescence polarization; AID 1053197;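 active means inhibition above a cutoff: mean of compounds within the control limits plus 3 SD of those, cut at about 17% in these data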;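 further: 0% = plate median of compound wells and 100% = probe without SIAE protein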
Target sequence (Q9HAT2 whole entry, looked up): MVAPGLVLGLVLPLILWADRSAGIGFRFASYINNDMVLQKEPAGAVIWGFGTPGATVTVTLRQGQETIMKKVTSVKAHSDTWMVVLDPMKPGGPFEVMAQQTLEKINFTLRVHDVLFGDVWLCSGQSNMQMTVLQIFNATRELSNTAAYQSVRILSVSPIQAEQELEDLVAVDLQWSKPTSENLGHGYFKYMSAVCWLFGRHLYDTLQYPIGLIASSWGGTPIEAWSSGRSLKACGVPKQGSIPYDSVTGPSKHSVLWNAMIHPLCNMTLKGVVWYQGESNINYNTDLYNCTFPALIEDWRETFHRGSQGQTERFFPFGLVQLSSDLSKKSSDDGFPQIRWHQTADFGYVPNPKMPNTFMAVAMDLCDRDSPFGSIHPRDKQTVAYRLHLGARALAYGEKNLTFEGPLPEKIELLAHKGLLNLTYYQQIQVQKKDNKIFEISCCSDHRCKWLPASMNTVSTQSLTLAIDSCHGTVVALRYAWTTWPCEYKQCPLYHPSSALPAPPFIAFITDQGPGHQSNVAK
KLK7 zymogen act – activators of human kallikrein-7 zymogen; P49862; purified proKLK7, EDANS-DABCYL substrate fluorescence; 100% is mature enzyme control, 0% vehicle; activation, % at 7 µM; 370,000 compounds, 0.9% hits;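 active means activation above the mean of all tested compounds plus 3 SD, computed per campaign excluding outliers beyond control limits, cut at about 13% in these data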
Target sequence (P49862 whole entry, looked up): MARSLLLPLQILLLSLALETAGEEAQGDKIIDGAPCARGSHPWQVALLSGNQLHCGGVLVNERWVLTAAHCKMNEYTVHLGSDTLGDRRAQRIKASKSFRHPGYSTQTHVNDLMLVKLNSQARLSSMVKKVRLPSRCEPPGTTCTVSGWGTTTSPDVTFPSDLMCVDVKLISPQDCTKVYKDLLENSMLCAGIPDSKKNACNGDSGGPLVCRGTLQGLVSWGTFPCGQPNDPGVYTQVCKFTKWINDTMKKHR
Tn7 DDE FP – inhibitors of Tn7 peptide binding to human fibrin DD(E) | FP displacement of FITC-Tn7 peptide from fibrin DD(E); 0% = median of compound wells per plate | inhibition, % at 8.3 µM | 370,000 compounds, 0.13% hits | AID 720508;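 active means inhibition above the mean of compounds falling within the control limits plus 3 SD of them, cut at about 14% in these data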;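 further: 0% = plate median of compound wells and 100% = 10 µM Aha-Tn7 peptide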
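Measure: % inhibition scaled between sample-field median and high-control FP; Test system: human fibrin DD(E); Quantity: 2 µM final DD(E) protein; Doses: one dose, 8.3 µM nominal; Schedule: compound with protein 10 min, then 3 h after probe, room temperature; Detection: fluorescence polarization; Medium: Tris buffer with calcium and detergent, pH 7.8.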
* marks the source's active call; other numbers are inactive results; / = no result given. Rows are unselected. Share with any hit: about 4.6%.

SMILES	DDE Tn6 FP inh	LEDGF integ inh	TCR-CD3 inh	MBD2 inh	TDP2 absorb	UHRF1 MBD2 ctr	PRMT1 inh	SIAE primary	KLK7 zymogen act	Tn7 DDE FP
Cc1ccc(NC(=O)c2c3c(nc4ccccc24)CCC3)cc1	2	6	-12	-2	-18	5	-4	-5	-0.3	-6
CCc1c(C)nc(SCc2ccccn2)[nH]c1=O	2	-1	9	1	-1	3	1	3	0.6	8
O=C(NCc1ccccc1)Nc1cc(Cl)ccc1Cl	-4	-2	0	5	-3	-1	6	0	0.0	4
Cc1oc(-c2cccs2)nc1CN1CCC(c2ccccc2)CC1	0	2	3	1	-7	0	-1	-4	0.4	-2
CC(CSc1n[nH]c(=S)s1)c1ccccc1 (stereo not given)	1	1	5	-7	-1	-2	41*	5	0.4	2
COCOc1cc(O)c(C(=O)/C=C/c2ccccc2)c(OCOC)c1	6	6	1	0	-17	-1	-5	-14	0.5	-3
Cc1ccc(C2(C)NC(=O)N(CC(=O)Nc3nc(-c4ccccn4)cs3)C2=O)cc1 (stereo not given)	5	1	-13	-3	-3	-6	26*	8	-0.2	1
Cc1cc(Nc2ccc(Cl)cc2)n2nnnc2n1	-5	2	0	-4	-6	1	0	-2	-0.6	0
CCOC(=O)[C@]12CCCC=C1N(Cc1ccco1)C(=O)[C@H](CC(=O)N1CCOCC1)C2	-1	-3	-1	-8	-1	-3	2	4	0.3	7
COC(=O)c1ccc(N2NC(=O)/C(=C/c3cc(OC)c(OC)c(OC)c3)C2=O)cc1	3	14*	2	-2	-5	1	6	-8	0.3	-1
COC(=O)C1(C(=O)OC)c2ncccc2N(S(=O)(=O)c2ccc(C)cc2)C1CC(=O)c1ccccc1 (stereo not given)	-5	-5	4	4	0	3	-3	-1	1.2	4
CC(C)(C)NC(=S)Nc1ccc(Nc2ccccc2)cc1	5	-3	2	0	-2	6	4	2	0.9	5
Cc1ccc([N+](=O)[O-])cc1S(=O)(=O)Nc1ccc(-c2ccc(N3CCCC3)nn2)cc1	-1	-3	-12	4	-7	1	4	1	0.3	3
O=C(NC(=S)Nc1nc(-c2cccc([N+](=O)[O-])c2)cs1)c1ccccc1Cl	2	-6	-4	3	-10	1	1	-10	-0.9	5
CC(=O)c1ccc(S(=O)(=O)Nc2ccc(C(=O)NCCCn3ccnc3)cc2)cc1	0	2	-8	4	-15	3	0	-7	0.2	-12
COc1cc(OC)c(N(C)S(=O)(=O)c2cccc(C(=O)Nc3nccs3)c2)cc1Cl	-3	-3	7	1	-5	-3	-1	-19	-1.1	4
CCOC(=O)CN(Cc1ccccc1)S(=O)(=O)c1ccc(NC(C)=O)cc1	4	0	-4	-3	-20	3	2	2	-0.3	-6
O=C1/C(=C/c2ccncc2)SC(=S)N1Nc1ccccc1	1	-2	-2	9	1	-6	17	7	0.1	-1
COc1cc(Nc2ccc(S(=O)(=O)N3CCN(C)CC3)cc2[N+](=O)[O-])cc(OC)c1	1	-3	2	-2	-7	-4	-1	10	0.2	4
Nc1nnc(C2CCCC2)s1	0	3	-1	5	-25	10	-3	0	-0.8	-5

Four entries from above in a different format.
DDE Tn6 FP inh | LEDGF integ inh | TCR-CD3 inh | MBD2 inh | TDP2 absorb | UHRF1 MBD2 ctr | PRMT1 inh | SIAE primary | KLK7 zymogen act | Tn7 DDE FP | Compound
1 | 1 | 5 | -7 | -1 | -2 | 41* | 5 | 0.4 | 2 | CC(CSc1n[nH]c(=S)s1)c1ccccc1 (stereo not given)
-1 | -3 | -12 | 4 | -7 | 1 | 4 | 1 | 0.3 | 3 | Cc1ccc([N+](=O)[O-])cc1S(=O)(=O)Nc1ccc(-c2ccc(N3CCCC3)nn2)cc1
5 | 1 | -13 | -3 | -3 | -6 | 26* | 8 | -0.2 | 1 | Cc1ccc(C2(C)NC(=O)N(CC(=O)Nc3nc(-c4ccccn4)cs3)C2=O)cc1 (stereo not given)
1 | -2 | -2 | 9 | 1 | -6 | 17 | 7 | 0.1 | -1 | O=C1/C(=C/c2ccncc2)SC(=S)N1Nc1ccccc1

The listing continues.
SMILES	DDE Tn6 FP inh	LEDGF integ inh	TCR-CD3 inh	MBD2 inh	TDP2 absorb	UHRF1 MBD2 ctr	PRMT1 inh	SIAE primary	KLK7 zymogen act	Tn7 DDE FP
CC(C)(C)n1ncc(Oc2ccccc2[N+](=O)[O-])c(Cl)c1=O	2	1	8	-1	5	-1	0	7	0.3	7
O=C(COC(=O)C1CC(=O)N(C2CCCCC2)C1)c1ccc(F)cc1 (stereo not given)	-5	0	-6	1	-2	-1	2	6	-0.7	0
O=C(Cc1cc(=O)[nH][nH]1)N/N=C/c1ccccc1[N+](=O)[O-]	-3	8	2	-11	-4	-10	3	5	-0.2	-4
CC1CCCCC1NC(=O)C1CCCN(S(=O)(=O)c2ccc(-n3cnnn3)cc2)C1 (stereo not given)	5	-4	-6	4	4	4	2	-8	0.0	5
O=C(Nc1cccc2ncccc12)c1ccc(-c2ccc(Cl)cc2Cl)o1	2	4	-2	-5	-16	1	-4	-14	-0.1	3
Cc1ccccc1OCCC(=O)OCC(=O)NCCNC(=O)COC(=O)CCOc1ccccc1C	2	-3	1	1	-2	-4	1	-1	0.8	0
CC1(c2ccccc2)NC(=O)N(CC(=O)Nc2ccc(C(N)=O)cc2)C1=O (stereo not given)	-7	-3	-6	0	-8	6	2	-1	-0.1	-3
COCCNC(=O)c1c[nH]c2ccc(S(=O)(=O)N3CCC4(CC3)OCCO4)cc2c1=O	-4	2	4	0	12	-2	-3	0	-2.7	-2
Cc1ccc(NS(=O)(=O)c2ccc(C(=O)NCCCN3CCCC3=O)cc2)cc1	-3	-7	-7	-1	-2	6	3	5	-0.2	-1
C[C@H](NC(=O)CCC1CCC(=O)N1)c1ccccc1 (stereo not given in full)	-7	-1	5	-3	-3	-1	-1	-2	-0.1	1
COc1ccc(C(C)(C)C)cc1NC(=O)CSc1ncn[nH]1	9	4	5	-7	0	0	-1	0	0.4	-6
CC(C)c1ccc(NC(=O)CCNC(=O)N2CC(=O)Nc3ccccc32)cc1	9	1	-4	3	-13	18	3	-3	-0.5	5
CC(=O)Nc1ccc(NS(=O)(=O)c2ccccc2)c2ccccc12	-6	1	3	2	10	0	3	0	-0.1	-4
Cc1cc(NC(=O)COC(=O)[C@H](C)NC(=O)c2ccccc2)no1	5	-3	16	-6	1	-2	3	3	-0.3	2
Cn1c(-c2cccs2)nc2ccccc21	-7	-2	-2	5	-1	2	0	-1	0.5	-3
COc1ccc(CN2CCN(Cc3ccon3)CC2CCO)c(C)c1C (stereo not given)	4	-1	0	1	14	1	-3	5	-0.4	-8
CC[C@H]1C(Nc2ccccc2)C[C@@H]2CCN3C(=O)CC[C@H]1[C@H]23 (stereo not given in full)	3	-1	5	-3	6	-1	-4	5	-0.1	1
CC(C)c1ccc(-c2noc(C3CCCN(S(C)(=O)=O)C3)n2)cc1 (stereo not given)	-1	0	0	2	-2	2	0	2	-0.2	0
O=C(Nc1ccccc1N1CCOCC1)C1CCCO1 (stereo not given)	4	1	3	0	9	-1	1	1	0.3	-1
Nc1ccc2nc(C(F)(F)F)[nH]c2c1	-9	-2	8	-1	1	0	1	-4	-0.4	2
C/C(C=NNC(=O)c1cc(-c2ccc(Cl)cc2)n[nH]1)=C\c1ccccc1	0	-1	/	-1	-4	-1	-5	2	0.0	-8
CCN(C(=O)CSc1nc2ccccc2n1C)C1CCS(=O)(=O)C1 (stereo not given)	6	1	-3	4	7	-1	-2	5	-0.2	8
CN(C)c1ccc(-c2sc(Nc3ccccc3)n[n+]2-c2ccc(F)cc2)cc1	2	-1	5	0	5	3	0	0	0.3	-3
CN(CC(=O)Nc1ccccc1Cl)C(=O)c1ccc(Cl)c(S(=O)(=O)N2CCCCCC2)c1	6	2	9	-7	-6	-1	1	-6	0.6	-8
CCCCn1c(SCC(=O)Nc2ccc(C)c(S(=O)(=O)N3CCOCC3)c2)nnc1C(CC)N(C)C (stereo not given)	-1	5	3	3	2	-3	0	0	0.2	-7
Cc1ccc(CSCc2ccc(C(=O)NC3CC3)o2)cc1	3	2	0	-3	8	1	-1	0	-0.2	5
COc1ccc(CNC(=O)C2CCN(C(=O)c3cccc(Cl)c3)CC2)cc1	5	1	2	2	17	1	0	-4	-0.3	0
COc1ccc(C(=O)NCC2CCN(C(=O)C(=O)c3cc4ccccc4o3)CC2)c(OC)c1	4	-3	-2	-2	3	1	0	5	0.6	5
CN(CCO)C(=O)c1nc[nH]c1C(=O)N1CCN(C(=O)OC(C)(C)C)CC1	6	1	5	0	0	1	-1	-4	-0.2	1
O=C(CS(=O)(=O)c1c[nH]c2ccccc12)N1CCCCC1	-1	-1	8	4	0	2	-3	6	-0.3	-7
Cc1ccc(CN2C(=O)CNC2=S)cc1	-3	-1	10	4	7	-2	1	-3	0.4	-6
O=C(c1cccs1)N1CCN(c2ccccc2)CC1	-5	2	-4	-2	-15	3	-2	-7	0.6	-6
CCOC(=O)C1=C(C)N(CC)C(=S)NC1c1ccccc1OC(F)F (stereo not given)	1	3	-1	8	-4	11	-7	-2	-0.1	5
Clc1ccccc1-c1nn2c(Cn3cnc4ccccc43)nnc2s1	9	1	12	3	5	-2	-1	7	-0.2	-3
CCC(C)NC(=O)c1cc2c(=O)n(CC)c3ccccc3c2s1 (stereo not given)	-11	-2	4	2	1	-2	2	4	-1.7	-3
Cc1cc(C)c2c(=O)n(CC(=O)N3CCN(c4ccccc4)CC3)ccc2n1	0	-3	-4	9	6	8	6	5	-0.1	1
COc1ccc(/C=N/Nc2nc(=O)[nH]nc2C)cc1OC	5	1	0	-5	-4	-2	4	2	0.2	2
Cc1cc(C)cc(OCC(=O)NNC(=O)c2ccccn2)c1	3	-9	0	5	1	-2	10	7	1.1	3
Cc1ccc(-c2noc(-c3ccccc3C(=O)NCc3ccco3)n2)cc1	-1	-3	4	1	-18	-1	0	0	0.0	-1
Cc1oc(C(C)(C)C)cc1C(=O)Nc1cccc(/C=C\C(=O)O)c1	-2	-1	-8	-6	7	0	0	-1	0.1	7
Cc1nn(CC(=O)N(C)C)c(C)c1S(=O)(=O)N1CCOCC1	2	-1	-2	3	3	2	2	4	-0.4	4
Cc1cccc(/C=N/NC(=O)c2cc(Br)ccc2OCc2ccccc2)n1	-2	-2	-7	5	-7	-1	2	-11	-96	-1
COc1ccccc1C(=O)NC1CCCCN(C)C1=O (stereo not given)	7	-1	0	4	-4	0	1	-17	0.7	0
CC(=O)Nc1ccc(OCC(=O)NCc2ccc(C)cc2)cc1	6	-2	-1	4	-1	0	5	-2	-0.3	7
CC(=O)Oc1ccc(N2C(=O)CCC2=O)cc1	6	-2	1	3	3	1	-4	3	0.5	2
COc1ccc(/C=C(\C#N)C(=O)OCC(=O)N(C)C2CCS(=O)(=O)C2)cc1 (stereo not given)	-2	-5	-3	-2	3	-4	-4	4	-0.6	-5
O=C(NCc1ccccc1)C1(C(=O)C2CC2)CC(c2ccccc2C(F)(F)F)=NO1 (stereo not given)	-8	2	/	-1	0	3	-1	-1	0.2	-4
